PP1 counter = PP1-alpha (human) inhibition in PP5 counter-screen. P62136. 320,000 compounds, 0.9% hits. purified PP1alpha, OMFP fluorescence. inhibition, % at 6.7 µM. AID 2235;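 active = inhibition above the mean inhibition of all tested compounds plus 3 SD, computed separately for each screening campaign, cut at about 15% in these data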
Target sequence (P62136 whole entry, looked up): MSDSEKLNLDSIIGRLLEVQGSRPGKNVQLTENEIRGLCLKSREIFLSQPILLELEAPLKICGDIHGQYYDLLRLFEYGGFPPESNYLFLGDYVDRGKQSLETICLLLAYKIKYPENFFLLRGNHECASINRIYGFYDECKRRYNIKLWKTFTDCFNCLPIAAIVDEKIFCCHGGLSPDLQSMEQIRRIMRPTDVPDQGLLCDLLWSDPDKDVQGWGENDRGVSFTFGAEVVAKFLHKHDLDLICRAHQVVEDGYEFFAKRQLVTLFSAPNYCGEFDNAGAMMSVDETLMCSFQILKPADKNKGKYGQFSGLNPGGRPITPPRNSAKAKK
JMJD2C inh = inhibitors of human GASC-1 (JMJD2C) demethylase; Q9H3R0; 330,000 compounds, 0.069% hits; GST-JMJD2C(1-420) H3K9me3 demethylation, DELFIA europium; AID 2099; inhibition, % at 2.35 µM;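 active = more than half of a compound's replicate wells show inhibition beyond 50%, single wells judged on their own value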;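 note: signal counts dimethyl H3K9 product captured on neutravidin plate; 0% = median of DMSO wells and 100% = 0.3 times that DMSO median; strong numbers were not always called active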
PP5 inh = inhibitors of human protein phosphatase 5 (PP5); inhibition, % at 6.7 µM; P53041; purified PP5c, OMFP substrate fluorescence; 320,000 compounds, 0.18% hits; AID 1987;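 active = inhibition above the campaign's mean inhibition across all tested compounds plus 3 SD, cut at about 9.5% in these data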;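 note: 0% = DMSO only and 100% = 100 µM cantharidin control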
Target sequence (P53041 whole entry, looked up): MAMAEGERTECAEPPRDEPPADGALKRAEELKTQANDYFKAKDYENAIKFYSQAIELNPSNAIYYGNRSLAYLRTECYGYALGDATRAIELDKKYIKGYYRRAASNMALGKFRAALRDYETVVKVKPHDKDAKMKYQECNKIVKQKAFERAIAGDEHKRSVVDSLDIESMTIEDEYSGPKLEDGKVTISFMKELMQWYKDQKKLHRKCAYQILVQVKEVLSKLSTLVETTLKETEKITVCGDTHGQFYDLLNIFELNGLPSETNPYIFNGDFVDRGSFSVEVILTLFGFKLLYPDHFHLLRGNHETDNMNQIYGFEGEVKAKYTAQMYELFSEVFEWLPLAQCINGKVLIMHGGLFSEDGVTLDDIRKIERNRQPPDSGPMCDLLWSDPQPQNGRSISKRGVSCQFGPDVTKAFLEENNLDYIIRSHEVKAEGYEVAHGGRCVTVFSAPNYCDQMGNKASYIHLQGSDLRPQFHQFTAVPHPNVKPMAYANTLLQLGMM
EBNA-1 inhibitor = blocks EBNA-1 binding to DNA | EBNA-1 DNA binding, fluorescence polarization | inhibition, % at 14.8 µM | 300,000 compounds, 0.34% hits; in the data active = inhibition above about 28%
CTSL1 counter = counter-screen for PFM18AAP inhibitors: inhibitors of F. hepatica cathepsin L1. inhibition, % at 5.96 µM. recombinant F. hepatica cathepsin L1, Z-Leu-Arg-MCA fluorescence. 300,000 compounds, 0.49% hits;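 active = inhibition above the mean of all tested compounds plus 3 SD, set per screening campaign, cut at about 17% in these data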;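 note: 0% = plate median of test compound wells and 100% = 1 µM Z-Phe-Ala-diazomethylketone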
core dimer inh = HCV core protein dimerization inhibition | inhibition, % at 5 µM | TR-FRET GST/Flag-core106 dimerization, 1536-well | 300,000 compounds, 0.33% hits;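 active = inhibition above the mean of all tested compounds plus 3 SD, set per screening campaign, cut at about 45% in these data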
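assay system = GST-tagged and Flag-tagged HCV core protein residues 1-106 | controls = unlabelled core106 and no-GST-core106 wells | incubation = compound-protein-antibody incubation 4 h at 22.5 °C | probe or stimulus = Eu donor and XL665 acceptor anti-tag antibodies | read-out = % inhibition based on acceptor/donor emission ratio | signal = TR-FRET 671 and 617 nm emission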
Yeast superoxide = caloric restriction mimetics inhibiting age-related superoxide in yeast; superoxide response (% of plate mean), % at 10 µM; S. cerevisiae aged cells, superoxide DHE fluorescence; hits give low values; 330,000 compounds, 0.18% hits;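 active = superoxide response under a set limit, about three screen SD below normal, cut at about 65% in these data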;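 note: yeast aged for seven days with compound at 30 °C before DHE staining; 100% = average MFI of all compound-treated wells on the plate with controls excluded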
ZTA DNA inh = counter-screen for EBNA-1 inhibitors: inhibitors of Epstein-Barr virus ZTA; inhibition, % at 11 µM; ZTA-DNA binding, fluorescence polarization; 320,000 compounds, 0.15% hits; P03206; in the data active = inhibition above about 33%
Target sequence (P03206 whole entry, looked up): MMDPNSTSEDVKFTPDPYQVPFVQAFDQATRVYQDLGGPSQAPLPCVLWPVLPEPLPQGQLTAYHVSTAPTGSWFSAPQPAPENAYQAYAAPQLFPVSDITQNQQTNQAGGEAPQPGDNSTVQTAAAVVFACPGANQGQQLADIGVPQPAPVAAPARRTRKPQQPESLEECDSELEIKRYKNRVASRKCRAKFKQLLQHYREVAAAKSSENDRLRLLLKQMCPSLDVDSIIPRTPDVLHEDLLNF
TPT1 inhibitor = C. albicans TPT1 enzyme inhibition. recombinant caTPT1, FP RNA substrate dephosphorylation. inhibition, % at 5 µM. 300,000 compounds, 0.81% hits. AID 1962;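 active = inhibition above the mean of all tested compounds plus 3 SD, set per screening campaign, cut at about 24% in these data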;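 note: plate controls were DMSO alone for no effect and ferristatin control at 100 nM for full effect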
An asterisk follows results filed as active; i = inactive; . = no result given. Rows were taken by chance; about 3.1% have a hit in one of these screens.

SMILES	PP1 counter	JMJD2C inh	PP5 inh	EBNA-1 inhibitor	CTSL1 counter	core dimer inh	Yeast superoxide	ZTA DNA inh	TPT1 inhibitor
N#C/C(=N\Nc1ccc(F)cc1)C(=N)N1CCCCCC1	-2	-5	0.5	1	-3	-11	100	-14	-3
O=S1(=O)[C@H]2C[C@@H]3C=C[C@@]2(CN1Cc1cccc(C(F)(F)F)c1)O3	0	7	-1.4	5	-1	-3	102	10	-1
O=C1CSC(c2ccccc2F)N1c1ccccc1F (stereo not drawn)	0	3	1.3	5	-1	-1	99	-2	-1
c1ccc(CNc2nc(CN3CCOCC3)nc3scc(-c4ccccc4)c23)cc1	0	14	1.4	2	5	-6	94	-23	2
O=C1c2ccccc2C(=O)N1c1ccc(Br)c2cccnc12	1	11	-1.1	10	2	-2	106	-23	-3
COCCN(C(=O)/C=C/c1cccc([N+](=O)[O-])c1)c1c(N)n(Cc2ccccc2)c(=O)[nH]c1=O	-2	5	-1.2	9	-2	-4	102	-15	-1
N#C/C(=C\c1cn(CC(=O)O)c2ccccc12)C(=O)NCc1ccccc1	0	-5	-2.2	7	1	0	101	6	2
Cc1ccc(NC(=O)Cn2nnc3ccccc3c2=O)cc1	-4	1	0.2	0	-1	-2	100	-2	-2
C=CCNC(=O)c1onc(CSc2ccc(OC)cc2)c1C(=O)O	-1	-1	-0.9	1	1	4	110	-8	-2
Cc1nn(CC(=O)NCCCc2ccccc2)c(C)c1[N+](=O)[O-]	0	6	-1.1	-2	-2	-3	113	8	-4
CCOC(=O)C1(CCCc2ccccc2)CCN(C2CCN(C(C)=O)CC2)CC1	0	-3	0.4	6	1	-3	96	3	0
O=C(NC(=S)N1CCOCC1)c1ccc(F)cc1	0	13	1.7	1	2	11	105	8	0
Cc1cc(C)cc(OCC(=O)OCC(=O)c2c(N)n(C)c(=O)n(C)c2=O)c1	-2	-6	1.1	-4	-12	-2	100	-18	-3
CCOc1cc(/C=N/OC(C)=O)ccc1OCc1ccccc1	-1	0	-2.2	-8	-26	0	122	4	2
CC(NC(=S)Nc1ccc(OC(F)F)c(Cl)c1)C(C)(C)C (stereo not drawn)	1	-7	2.2	4	-4	-5	106	-1	-2

The closing 4 compounds of the part before lead into the next.
SMILES	PP1 counter	JMJD2C inh	PP5 inh	EBNA-1 inhibitor	CTSL1 counter	core dimer inh	Yeast superoxide	ZTA DNA inh	TPT1 inhibitor
O=C(NC(=S)N1CCOCC1)c1ccc(F)cc1	0	13	1.7	1	2	11	105	8	0
Cc1cc(C)cc(OCC(=O)OCC(=O)c2c(N)n(C)c(=O)n(C)c2=O)c1	-2	-6	1.1	-4	-12	-2	100	-18	-3
CCOc1cc(/C=N/OC(C)=O)ccc1OCc1ccccc1	-1	0	-2.2	-8	-26	0	122	4	2
CC(NC(=S)Nc1ccc(OC(F)F)c(Cl)c1)C(C)(C)C (stereo not drawn)	1	-7	2.2	4	-4	-5	106	-1	-2
CN=c1scc(C)n1/N=C/c1ccc(O)cc1O	-4	-2	1.1	-7	-1	-49	104	0	-10
O=S(=O)(Nc1cccc2c1CCCC2)c1ccc(Cl)cc1	2	1	4.1	11	0	-5	88	-1	1
CCOC(=O)Nc1c(O)ccc2oc(C)c(-c3ccccc3)c12	1	7	2.6	7	-3	-8	88	4	-4
Cc1cc(C)c2oc(=O)cc(CN3CCN(Cc4ccccc4)CC3)c2c1	2	-34	4.6	5	1	4	98	5	0
CCC(=O)Nc1nonc1-c1nc2ccccc2n1Cc1ccccc1	5	20	-0.9	-3	-2	8	90	6	-3
O=C(O)c1ccccc1C(=O)NNc1cccc(Cl)n1	0	1	1.9	12	0	4	85	-10	2
CC(=O)c1c(C)[nH]c(C(=O)CN2C(=O)NC(CCc3ccccc3)C2=O)c1C (stereo not drawn)	-1	14	-0.2	2	0	0	117	16	3
Cc1nn(S(=O)(=O)c2ccc(Br)cc2)c(C)c1S(=O)(=O)N1CCOCC1	-5	-6	-1.3	-1	-3	4	139	7	-1
O=c1cc(CN2CCc3ccccc32)c2ccc(O)cc2o1	0	-9	0.2	4	4	23	102	15	-4
COc1ccc(CC(=O)N2CCc3ccccc32)cc1	1	-8	-2.6	-6	12	4	74	19	-5
CC(=O)Oc1ccc2c(C)cc(=O)oc2c1C(=O)c1ccccc1	2	-18	-9.5	-4	-12	-9	76	-6	-3
CC1CCc2sc3nc(N4CCN(CCO)CC4)n4ncnc4c3c2C1 (stereo not drawn)	-1	-19	4.7	-14	1	-9	114	5	-3
Cc1cc(NC(=O)Nc2cc(C)nn2-c2ccccc2)n(-c2ccccc2)n1	2	-4	-0.9	3	-1	1	107	7	-5
Cc1cc(=O)[nH]c(NCc2ccc(Cl)cc2)n1	-5	-3	0.6	-6	9	-3	89	-6	0
O=C(/C=C1\SC(=O)N(CC(=O)Nc2ccc(Cl)cc2)C1=O)Nc1ccc(F)cc1	0	-8	2.5	1	-4	-17	123	-25	-3
O=C(c1ccc(SCc2ccco2)c([N+](=O)[O-])c1)N1CCOCC1	-4	-24	4.1	-2	5	3	97	-4	1
Cc1ccc(-n2c(C(C)n3nc(C)c([N+](=O)[O-])c3C)n[nH]c2=S)cc1 (stereo not drawn)	0	11	-0.9	13	-1	-1	82	1	-2
CCN(C(=O)COC(=O)c1cc2c(s1)CCCCC2)C1CCS(=O)(=O)C1 (stereo not drawn)	1	6	0.2	4	7	-10	96	-7	0
Cc1[nH]c2ccccc2c1CN1CCC(CO)(Cc2ccccc2)CC1	-5	4	0.7	3	0	2	98	-2	0
CCOC(=S)N/C(=N\S(C)(=O)=O)c1ccccc1	-2	0	-1.3	-2	2	-3	97	1	-4
O=C(N/N=C/c1cc(Br)cs1)c1c[nH]c2ccccc12	2	6	4.1	6	3	0	100	8	0
CC1CCCC1/C(=N/O)c1ccccc1 (stereo not drawn)	-4	3	1.9	-4	-2	-1	96	-4	3
CCCCCCn1c(COc2ccccc2F)nnc1SCC(=O)N1c2ccccc2NC(=O)C1(C)C	12	-9	8.8	-11	2	11	113	-1	1
CCCNC(=O)NC(=O)COC(=O)c1ccc(S(=O)(=O)N(C)c2ccccc2OC)cc1	3	-1	3.3	0	4	-10	99	-16	-4
CCOC(=O)c1c(C)[nH]c(C(=O)Nc2cc(OCC)c(N3CCOCC3)cc2OCC)c1C	-2	.	2.6	.	.	.	83	-10	.
Cc1nn(Cc2ccccc2)c(C)c1/C=N/NC(=O)c1ccccc1O	0	-3	-0.5	-1	1	1	109	-10	-1
CC(C)=NNC(=O)C1=NNC(=O)C1	-2	8	-0.8	1	0	-14	92	11	0
Cc1ccc(/C(N)=N/OC(=O)c2ccc(C)cc2Cl)cc1	1	-6	-0.4	4	-2	-2	86	2	-1
Cc1ccc(CN2C(=O)CSc3ccc(C(=O)NC4CC4)cc32)cc1	2	-11	0.9	-5	0	-5	98	-5	-2
CCN(CC)c1ccc(/C=N/N2CCOCC2)c(O)c1	-4	5	5.0	-14	5	-24	95	3	14
COc1ccccc1NS(=O)(=O)c1ccc(C)c(C(=O)N2CCCC2)c1	-6	.	-2.1	.	.	.	116	-2	.
Cc1cc(C)n(C(=O)c2ccc(NC(=O)C3CC3)cc2)n1	-2	-8	1.0	2	-1	4	100	-8	-1
COc1ccc(OCC(=O)Nc2ccc(N3CCN(C(=O)c4ccccc4)CC3)c(Cl)c2)cc1	6	1	1.9	1	2	6	86	-6	1
CCCC(=O)Nc1cc(C)cn(Cc2c(F)cccc2Cl)c1=O	2	28	1.2	2	-2	-3	106	-15	2
Cc1ccc(S(=O)(=O)NCC(=O)OCC(=O)N2N=C(c3ccc(Cl)cc3)CC2c2ccco2)cc1C (stereo not drawn)	7	1	4.3	7	-29	19	100	2	-2
COc1ccc(S(=O)(=O)N2CCCCC2)cc1NC(=O)Cc1sc(C)nc1-c1ccc(F)cc1	-3	-4	3.6	-18	-1	9	98	-8	7
O=C(Cn1nc(C(F)(F)F)c2c1CCC2)N1CCN(c2ccccc2)CC1	4	7	6.4	5	-2	0	96	4	3
CC(=O)c1cccc(Nc2nc3ccccc3n3cnnc23)c1	2	12	-2.1	8	2	10	119	7	-1
Cn1cccc1/C=C1\SC(=Nc2ccc(O)cc2)NC1=O	8	6	-0.4	-8	3	-12	82	-13	-5
O=C(NNC(=O)c1ccccc1O)c1ccc(NS(=O)(=O)c2ccc(F)cc2)cc1	-8	4	-1.4	-4	7	-14	92	-6	-2
CC1CCC(NC(=O)c2cccc(S(=O)(=O)NCc3ccccc3)c2)CC1 (stereo not drawn)	0	-7	0.5	-6	-1	1	99	-12	-3
O=C(Nc1ccc(-n2cc(Br)cn2)cc1)c1ccncc1	1	2	0.3	10	1	7	99	11	0
CC(=O)O[C@H]1C2OC(=O)C(C)=C2[C@@H]2OC(=O)[C@]3(CCC4OC41C)OC23 (stereo partly drawn)	0	23	3.6	10	0	2	100	2	0
O=C(CCNS(=O)(=O)c1ccccc1)Nc1ccccc1	-3	4	-1.9	10	-8	6	91	-6	0
Clc1ccc(CSc2nnc(-c3ccccn3)n2Cc2ccco2)c(Cl)c1	6	-11	2.2	14	2	7	97	9	-1
CC(C)Cn1cnc2c1c(=O)[nH]c(=O)n2Cc1ccccc1	-3	-6	3.2	4	3	4	100	9	-3
CNCC(O)c1ccc(O)c(O)c1 (stereo not drawn)	-2	-12	7.1	0	2	-8	95	4	-2
CCCC(=O)Nc1ccc2oc(-c3ccc(OC)c(Br)c3)nc2c1	-1	7	2.7	6	-4	9	114	-1	3
COc1ccc(/C=C/CN2CCCC(CO)(Cc3cccc(Cl)c3)C2)cc1 (stereo not drawn)	0	-2	3.7	-8	1	-5	105	-13	5
OC(c1ccccc1)c1nc2ccccc2[nH]1 (stereo not drawn)	-3	4	0.4	-2	-3	3	103	-5	-3
O=C(Cn1cnc2ccccc21)Nc1ccccc1-c1ccccc1	-2	-12	-0.6	1	-5	-1	100	3	-5
O=C(Nc1cnc2ccccn2c1=O)c1ccc(F)cc1	-4	-2	-0.8	12	2	-2	110	0	2
Cc1cc(C)c(S(=O)(=O)Nc2ccc(Cl)cn2)c(C)c1	2	4	4.1	-2	-9	-13	95	-13	-3
Cc1cc(C)c(S(=O)(=O)NCCC2CCCN2C)c(C)c1 (stereo not drawn)	1	-5	-0.1	3	3	-4	99	-3	-3
C[C@@H](C(=O)NCc1ccccn1)[C@H]1C[C@]1(C)[C@H](NC(=O)OCc1ccccc1)c1ccccc1	-4	i	0.6	-3	-3	0	.	-10	0
CN1/C(=C\C=C2/C(=O)Oc3ccccc3C2=O)C(C)(C)c2ccccc21	-6	6	-7.0	7	8	-8	102	3	98*
O=C(NCc1ccccc1)c1nncc(-c2ccccc2)n1	-5	2	-0.5	.	.	.	158	-7	.
Cn1c(C(=O)NCCN2CCc3ccccc3C2)cc2c(=O)n(C)c3ccccc3c21	-2	-9	2.1	-5	2	2	96	3	-8
COc1ccc(C/C(C)=N/NC(=O)c2cccnc2)cc1	-1	8	-2.7	3	4	-4	88	-7	1
Cc1ccc(-c2nn(-c3ccccc3)cc2C2CC(c3cccs3)=NN2C(=O)CCC(=O)O)cc1 (stereo not drawn)	19*	8	2.9	23	0	27	110	10	-2
Cc1cccc(C)c1OCCCCN1CCCCC1	-2	17	0.6	1	0	5	96	0	2
C=CCn1c(N)c(C(=O)NCC2CCCO2)c2nc3ccccc3nc21 (stereo not drawn)	-1	14	5.2	-5	-4	3	100	5	3

Source: PubChem BioAssay (several laboratories)
